High-throughput results as filed in PubChem.
GLS inh: inhibitors of human glutaminase (GLS); O94925; GLS enzymatic activity, qHTS titration; Potency, µM (highest dose often 45.5 µM), for inactives: top-dose activity change, negative = inhibition, usual class: inhibitors; 410,000 tested, 0.21% active; also: potency is read from the fitted curve at half-maximal effect; % is scaled to controls: 0 for no effect and ±100 for the full control effect
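Enzyme dispensed in phosphate buffer (45 mM, pH 8.2, 0.02% Tween-20), compounds pinned in, then 1 mM L-glutamine solution and the glutamate oxidase–HRP–Amplex Red mix added; fluorescence read immediately and again after 30 min at room temperature.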
PI4K2A block: PI4K2A (human) kinase inhibition; Q9BTU6; purified PI4K2A, ADP-Glo luminescence, 1 h; active compounds read low; activity change, negative = inhibition, % at 76.9 µM; 420,000 tested, 0.13% active; in the data active = activity change below about -50%; inconclusive = mostly about -30% to -49%;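 also: -100% = wells without enzyme as full effect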
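ADP-Glo luminescence measured ADP generated by PI4K2A enzyme (4 ug/mL before mixing) with 1.2 mM PI substrate (pre-mix) and 300 microM ATP (pre-mix). Tris pH7.5 buffer with MgCl2, Triton X-100; 1 h reaction at ambient temperature.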
G9a block: blocks human histone lysine methyltransferase G9a. Q96KQ7. Potency, µM (titrated, usually from 102 µM), without a hit: at the highest dose activity, negative = inhibition, most hits filed as inhibitors. G9a H3K9 monomethylation, AlphaScreen, 2 h. 350,000 tested, 8.8% active; also: potency is read from the fitted curve at half-maximal effect; % is scaled to controls: 0 for no effect and ±100 for the full control effect; nearly all actives have a fitted effect of over 75% in size
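Methyltransferase reactions run at room temperature for 2 h (20 nM enzyme, 500 nM biotin-H3K9 peptide, 20 uM SAM) after a 15 min compound preincubation; product detected by AlphaScreen beads and anti-H3K9me1 antibody.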
12-LOX inh: ALOX12 (human) lipoxygenase inhibition; 580,000 tested, 1.1% active; AID 1671190; P18054; purified 12hLO, xylenol orange hydroperoxide absorbance; Potency, µM (doses to about 108 µM), for the others: at the highest dose activity change, negative = inhibition, actives largely listed as inhibitors; also: potency is read from the fitted curve at half-maximal effect; % is scaled to controls: 0 for no effect and ±100 for the full control effect
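Hydroperoxide product was detected by ferrous iron/xylenol orange as the 573 to 405 nm absorbance ratio. Arachidonic acid at 40 uM (final) was turned over for 30 min at room temperature by 150 nM human 12hLO, pH 7.0 Hepes buffer, after 15 min compound preincubation.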
BAZ2B block: blocks human BAZ2B; Potency, µM (titrated, usually from 114 µM), without a hit: top-dose activity change, negative = inhibition, hits mostly inhibitors; AlphaScreen BAZ2B-H3K14Ac peptide displacement; 360,000 tested, 4.4% active; AID 504333; also: potency is read from the fitted curve at half-maximal effect; % is scaled to controls: 0 for no effect and ±100 for the full control effect; nearly all actives have a fitted effect of over 60% in size
Target sequence (Q9UIF8 whole entry, looked up): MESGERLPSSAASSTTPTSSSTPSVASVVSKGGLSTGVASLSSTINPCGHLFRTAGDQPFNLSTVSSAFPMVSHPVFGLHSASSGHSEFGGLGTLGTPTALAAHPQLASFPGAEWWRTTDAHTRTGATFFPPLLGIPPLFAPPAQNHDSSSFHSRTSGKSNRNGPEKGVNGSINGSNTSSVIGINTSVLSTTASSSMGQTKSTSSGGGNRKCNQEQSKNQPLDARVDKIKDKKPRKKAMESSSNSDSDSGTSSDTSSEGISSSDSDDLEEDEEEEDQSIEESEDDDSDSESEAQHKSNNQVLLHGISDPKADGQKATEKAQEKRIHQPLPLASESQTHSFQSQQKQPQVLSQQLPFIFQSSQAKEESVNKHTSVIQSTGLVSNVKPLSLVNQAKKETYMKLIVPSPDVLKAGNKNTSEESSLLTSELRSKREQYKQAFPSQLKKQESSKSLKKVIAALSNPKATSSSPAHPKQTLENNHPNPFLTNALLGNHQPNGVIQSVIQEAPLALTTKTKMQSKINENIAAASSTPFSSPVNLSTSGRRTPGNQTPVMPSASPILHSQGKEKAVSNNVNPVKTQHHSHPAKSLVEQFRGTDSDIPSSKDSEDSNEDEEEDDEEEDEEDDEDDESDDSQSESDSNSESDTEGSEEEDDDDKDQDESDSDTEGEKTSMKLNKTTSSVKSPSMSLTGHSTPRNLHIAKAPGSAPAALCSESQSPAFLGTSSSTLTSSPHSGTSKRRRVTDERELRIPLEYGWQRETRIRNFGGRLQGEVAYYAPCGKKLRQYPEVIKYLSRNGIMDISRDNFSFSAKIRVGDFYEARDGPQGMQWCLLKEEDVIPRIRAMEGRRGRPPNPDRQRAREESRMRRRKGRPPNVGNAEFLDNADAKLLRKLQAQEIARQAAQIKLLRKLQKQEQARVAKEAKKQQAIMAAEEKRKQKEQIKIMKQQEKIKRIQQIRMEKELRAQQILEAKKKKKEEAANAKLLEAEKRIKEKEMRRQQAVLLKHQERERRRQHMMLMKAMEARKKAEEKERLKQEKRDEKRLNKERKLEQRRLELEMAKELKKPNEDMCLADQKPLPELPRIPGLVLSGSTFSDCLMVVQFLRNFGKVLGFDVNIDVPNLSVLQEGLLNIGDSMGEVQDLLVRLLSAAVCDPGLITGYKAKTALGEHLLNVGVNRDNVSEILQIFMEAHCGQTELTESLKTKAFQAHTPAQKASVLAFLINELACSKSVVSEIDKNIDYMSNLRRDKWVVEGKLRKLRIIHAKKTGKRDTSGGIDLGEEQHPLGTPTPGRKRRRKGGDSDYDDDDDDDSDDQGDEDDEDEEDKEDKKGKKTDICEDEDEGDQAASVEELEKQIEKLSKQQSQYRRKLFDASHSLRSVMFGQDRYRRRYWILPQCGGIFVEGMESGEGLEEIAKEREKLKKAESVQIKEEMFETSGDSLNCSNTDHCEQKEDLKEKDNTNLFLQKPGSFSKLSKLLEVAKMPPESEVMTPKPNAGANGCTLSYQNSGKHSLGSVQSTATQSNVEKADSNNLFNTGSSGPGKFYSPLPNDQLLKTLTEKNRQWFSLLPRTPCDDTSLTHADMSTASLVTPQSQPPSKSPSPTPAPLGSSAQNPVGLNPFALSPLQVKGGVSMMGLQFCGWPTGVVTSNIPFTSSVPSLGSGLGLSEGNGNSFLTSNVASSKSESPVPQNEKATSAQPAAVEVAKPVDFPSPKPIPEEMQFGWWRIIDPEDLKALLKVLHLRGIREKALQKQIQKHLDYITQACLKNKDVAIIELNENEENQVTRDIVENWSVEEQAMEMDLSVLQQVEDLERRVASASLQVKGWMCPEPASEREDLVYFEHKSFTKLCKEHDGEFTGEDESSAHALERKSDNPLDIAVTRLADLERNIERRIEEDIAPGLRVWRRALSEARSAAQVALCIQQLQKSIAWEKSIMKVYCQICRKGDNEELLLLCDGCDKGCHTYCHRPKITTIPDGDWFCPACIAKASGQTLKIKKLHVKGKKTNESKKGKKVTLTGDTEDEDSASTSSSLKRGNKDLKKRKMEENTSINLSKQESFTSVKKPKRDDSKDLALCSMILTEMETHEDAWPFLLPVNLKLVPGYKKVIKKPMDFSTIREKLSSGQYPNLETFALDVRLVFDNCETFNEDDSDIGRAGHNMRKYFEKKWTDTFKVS
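Multi-concentration screen (max 110 uM) measuring displacement of acetylated histone H3 peptide from BAZ2B by AlphaScreen, using 50 nM protein, 50 nM peptide and 10 ug/mL streptavidin donor plus Ni-chelate acceptor beads.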
ERG Ets-DNA blk: ERG Ets/DNA interaction inhibition; P11308; fluorescence polarization, His-ERG Ets domain / labelled DNA; Potency, µM (top dose mostly 76.9 µM), for inactives: at the highest dose FP activity, negative = inhibition, hits mostly inhibitors; 370,000 tested, 0.028% active; AID 624246; active = well fitted inhibition curve with a large enough effect in the polarisation, with a control signal flat; inconclusive = small, poorly fitted or top-dose-only effect, or effect the other way, or a change in a side signal; inactive = no such curve, though single readings can be large or run the other way; the % refers to the polarisation;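 also: polarization taken with two DNA probes labelled with fluorescein and Texas red; potency is read from the fitted curve at half-maximal effect; % of control where 0% means no effect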
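His-tagged ERG Ets domain (1 uM in the protein solution; 300mM KCl, 50mM Tris-HCl, 1mM EDTA, 1mM DTT, pH 7.5) received compound, then a probe mix of 5 nM fluorescein-DNA and 100nM Texas-615-DNA. Fluorescence polarization was read for both dyes.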
RGS4 inh: blocks human RGS4-accelerated GTP hydrolysis; P49798; Transcreener GDP fluorescence polarization, RGS4-accelerated GTP hydrolysis; Potency, µM (highest dose often 114 µM), without a hit: at the top dose activity change, negative = inhibition, hits mostly inhibitors; 390,000 tested, 0.039% active; also: potency is read from the fitted curve at half-maximal effect; % is scaled to controls: 0 for no effect and ±100 for the full control effect; nearly all actives have a fitted effect of over 75% in size; some results filed as inactive show a strong effect at the top dose
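MLSMR compounds (23 nl, pin-transferred) preincubated 10 min at room temperature with a 500nM (2x) first reagent, then RGS4 at 900nM (2x) plus Transcreener GDP mix added; fluorescence polarization (620/688 nm) read before and after 90 min at 30 °C.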
HP1b binding inh: HP1-beta chromodomain-methylated histone interaction inhibition; 390,000 tested, 0.56% active; Potency, µM (top dose mostly 114 µM), inactives show top-dose activity change, negative = inhibition, actives largely listed as inhibitors; AlphaScreen HP1-beta / biotin-H3K9me3 peptide binding; also: potency is read from the fitted curve at half-maximal effect; nearly all actives have a fitted effect of over 70% in size; inactives centre near 23
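AlphaScreen: HP1-beta (50 nM) preformed 30 min with biotin-H3(1-18)K9me3 peptide (50 nM) in PBS pH 7.4, 0.01% Tween-20. Compound added for 30 min at RT, then streptavidin donor/nickel chelate acceptor beads (10 ug/mL) for 30 min.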
JMJD2A Tudor: blocks the human JMJD2A Tudor domain; Potency, µM (highest dose often 114 µM), for the others: top-dose activity change, negative = inhibition, actives largely listed as inhibitors; 390,000 tested, 4.4% active; O75164; AID 504339; AlphaScreen JMJD2A-Tudor / H3K4me3 peptide binding; also: potency is read from the fitted curve at half-maximal effect; % is scaled to controls: 0 for no effect and ±100 for the full control effect; nearly all actives have a fitted effect of over 50% in size
* marks the source's active call; other numbers are inactive results; ? = inconclusive; / = no result given; [ ] = dose if it differs, or a comment. Unless noted, calls follow the shape of the dose curve; as a rule, active = well fitted curve in the direction sought with a large enough effect; inconclusive = small, poorly fitted or top-dose-only effect, or another doubt; inactive = no such curve, though single readings can be large; an effect the other way counts as inactive or inconclusive. Some of the compounds tested; count on the stated rates, not on these rows.

SMILES	GLS inh	PI4K2A block	G9a block	12-LOX inh	BAZ2B block	ERG Ets-DNA blk	RGS4 inh	HP1b binding inh	JMJD2A Tudor
Cc1cc(C)cc(C(=O)n2nc(C)c(S(=O)(=O)N3CCOCC3)c2C)c1	32.2%[activator]	-1.8	?	-5.0%	-1.7%	4.9%	-24.0%	49.1%[57 µM]	-2.6%
C/C(=N\NC(=O)CN1CCN(S(=O)(=O)c2ccc(C)cc2)CC1)c1cccnc1	8.9%	-9.0	25.3%	-11.5%	9.7%	3.1%	-11.1%	25.4%	9.9%
CCOC(CNC(=O)C1CCN(S(=O)(=O)c2ccc3nc4c(c(C(=O)O)c3c2)CCCCC4)CC1)OCC	15.8%	-1.8	-10.7%	-13.7%	-14.8%	2.9%	-9.0%	29.2%	3.1%
Cc1ccc(S(=O)(=O)N2CCC(C(=O)OCC(=O)NCc3cccc(Cl)c3)CC2)cc1C	-6.3%	4.3	/	-10.8%	/	-4.4%	-5.3%	48.0%[activator]	4.2%
Cc1ccc(-c2cc(-c3cccc(F)c3)n[nH]2)c(O)c1	18.8%	1.1	6.3%[12.7 µM]	?	10.0%	3.6%	-31.9%	50.1%	-27.6%
Cc1cc2oc(C(=O)N3CCN(CCc4ccccn4)CC3)c(C)c2cc1C	-5.4%	-3.5	13.4%	-3.9%	-26.5%	?	16.2%	23.9%	13.6%
Cc1ccc(NC(=O)Cn2nc(Cc3ccncc3)c3ccccc3c2=O)c(Cl)c1	2.7%	9.4	-39.0%[59 µM]	-14.9%	70.8µM*	2.5%	?	62.1%[activator]	?
Cc1cc(NC(=O)COC(=O)C2CC2)ccc1Br	-1.1%	3.8	30.3%[12.7 µM]	?	5.9%	1.0%	13.1%	13.3%	-14.5%
O=C(Nc1nnc(C2=COCCO2)o1)c1ccc(F)cc1	3.2%	-4.0	/	381.1%[activator]	22.4µM*	-5.8%	15.8%	39.6%[activator]	56.2µM*
Cn1nc(C(=O)NCCc2ccc(Cl)cc2)c2c1-c1ccccc1SC2	-5.5%	-7.7	-30.3%[59 µM]	24.4%	-4.0%	-3.1%	8.5%	23.2%	-14.2%
Cc1ccc(C(=O)CC2(O)C(=O)Nc3ccccc32)s1 (configuration not stated)	/	-0.4	-6.5%	0.0%	-18.9%	4.0%	-11.9%	32.7%[activator]	10.5%
CCC(Sc1nc2cc3c(cc2c(=O)n1Cc1ccco1)OCO3)C(=O)Nc1ccccc1OC (configuration not stated)	/	-5.0	34.6%[12.7 µM]	-0.5%	-0.2%	-7.7%	-40.2%	8.1%	2.1%
CSc1ccc(CNC(=O)CCn2c(=O)c3cccn3c3ccc(F)cc32)cc1	-11.1%	-7.3	-2.8%[59 µM]	-28.1%	-11.8%	3.9%	8.1%	28.0%	-13.2%
CCOC(=O)N1CCN(S(=O)(=O)c2cc(Br)cc3c2N(C(=O)CC)CC3)CC1	-8.0%	3.5	-24.4%[12.7 µM]	-23.1%	9.9%	-2.3%	-3.9%	40.7%[activator]	-16.7%
CCOC(=O)C1=C(CSc2nc(-c3ccncc3)ccc2C#N)OC(N)=C(C#N)C1c1cccnc1 (configuration not stated)	1.9%	3.1	35.5µM*	-9.6%	7.7%	4.2%	-39.7%	36.1%	-14.2%
Cc1cccc2cc3c(N)c(C(=O)N4CCCc5ccccc54)sc3nc12	1.4%	-1.5	?	-19.7%	-36.5%	-1.5%	-10.6%	22.6%	-27.2%
Cc1[nH]c(C)c(S(=O)(=O)N2CCN(c3cccc(C(F)(F)F)c3)CC2)c1C(=O)N1CCCC1	-8.8%	8.2	?	-0.3%	?	0.4%	-21.1%	15.6%	-1.8%
CCCOc1ccc2c(C)c(CC(=O)OC)c(=O)oc2c1	-7.5%	-2.2	-6.8%[59 µM]	-28.1%	0.4%	8.6%	-12.9%	45.7%[activator]	-2.9%
Cc1ccc(/C=N/NC(=O)c2ccc3nc[nH]c3c2)o1	-16.2%	5.2	?	202.5%[activator]	-12.1%	0.5%	-9.6%	29.5%	-19.3%
Cc1c(NC(=O)c2ccccc2)c(=O)n(-c2ccccc2)n1C	0.8%	4.8	-4.4%[59 µM]	-1.4%	1.9%	2.8%	3.5%	45.9%[activator]	-10.0%
Cc1ccc(C(=O)NC(=S)Nc2nc(-c3cccc([N+](=O)[O-])c3)cs2)c(Cl)c1	8.8%	-1.3	0.8%[59 µM]	5.7%	-12.4%	4.4%	3.2%	27.5%	-5.6%
COc1ccc(C(=O)NCC(=O)OCc2c(Cl)cccc2Cl)cc1OC	0.5%	2.0	?	-15.4%	-3.3%	9.7%	-36.6%	59.1%[activator]	8.6%
O=C(Cn1cc[n+](Cc2ccccc2)c1)c1ccc([N+](=O)[O-])cc1	12.6%	-6.4	?	-0.8%	-6.6%	12.9%	12.2%	27.6%	-14.2%
O=C(CN1CCN(C(=O)c2cccc(-n3cnnn3)c2)CC1)Nc1ccccc1Cl	6.0%	4.4	0.0%[12.7 µM]	22.6%	6.0%	-12.9%	15.1%	14.9%	-11.3%
CCN(CC)C(=O)Oc1ccccc1NC(C)=O	-0.1%	4.2	17.3%[12.7 µM]	0.0%	-1.0%	1.1%	5.9%	25.4%	3.7%
COc1ccc2[nH]c(C(=O)N3CCC(Cc4ccccc4)CC3)cc2c1	1.2%	4.0	26.3%[0.501 µM]	/	-37.5%	-0.6%	5.6%	1.6%	-8.1%
Cc1cc(C(C)(C)C)ccc1OCCn1ccnc1	9.3%	7.3	22.4µM*	?	35.5µM*	0.2%	-35.9%	?	14.1µM*
Cc1nc(Cc2nnc(SCC(=O)Nc3c(C)cccc3C)o2)cs1	-2.7%	2.9	9.9%[0.501 µM]	15.4%	-5.3%	-3.9%	-8.2%	7.1%	-13.5%
CCC(C(=O)OCC(=O)Nc1cccc(C(C)=O)c1)c1ccccc1 (configuration not stated)	12.9%	-0.9	0.8%	-12.9%	-9.2%	-6.7%	4.7%	41.9%[activator]	-10.5%
CC(=O)c1ccc(NC(=O)CSc2nc3[nH]ncc3c(=O)[nH]2)cc1	-5.4%	2.9	3.6%	1.0%	-5.0%	-5.5%	-23.1%	28.3%	-5.5%
COc1ccc(C(N)=O)cc1NC(=O)CC(O)(C(F)(F)F)C(F)(F)F	-1.7%	-1.3	12.5%[59 µM]	1.6%	3.1%	/	-11.9%	24.7%	-11.0%
Cc1ccc(OCc2n[nH]c(=S)n2-c2ccc(Cl)cc2)cc1	33.8%[activator]	0.5	3.16µM*	?	-38.0%	-15.9%	-29.1%	11.9%	?
CN1CCN(CCCNC(=O)Nc2ccc([N+](=O)[O-])cc2)CC1	-6.3%	4.7	?	-1.2%	-19.3%	-3.9%	-15.1%	27.5%	-4.9%
CCC(C(=O)OCC(=O)Nc1c(C)nn(-c2ccccc2)c1C)c1ccccc1 (configuration not stated)	0.7%	1.3	-2.6%[0.501 µM]	-1.9%	9.1%	-2.5%	3.0%	5.8%	-11.2%
Cn1cnc([N+](=O)[O-])c1N=C(N)N	3.7%	2.9	-2.8%	0.0%	-19.9%	4.0%	4.7%	21.7%[57 µM]	10.7%
COc1ccc2[nH]c(=O)c(CN(C(=O)c3cccnc3)c3ccccc3OC)cc2c1	-2.3%	-4.6	24.6%[12.7 µM]	-20.3%	-0.1%	/	-9.2%	17.7%	-7.6%
CN1C[C@@H]2[C@@H]3C(=O)N(Cc4ccccc4)C(=O)[C@@H]3[C@](Cc3ccccc3)(C1=O)N2C(=O)c1ccccc1	2.5%	-6.1	/	-3.6%	/	5.5%	1.6%	17.0%	-21.7%
O=C(NNC(=S)NCc1ccccc1)c1ccc(Br)o1	31.1%[activator]	0.6	?	3.1%	-1.0%	32.0%[activator]	-31.9%	57.2%[activator]	-17.2%
Cn1ncc2c(NCCc3ccccc3)nc(Cl)nc21	-7.7%	-2.3	/	0.3%	/	0.3%	5.2%	33.2%	0.0%
CC(C)c1ccc(NC(=S)Nc2ccc3[nH]c(=O)[nH]c3c2)cc1	-3.1%	-0.6	-42.0%	?	-19.8%	-1.4%	-40.3%	-4.8%	-22.4%
O=C(NCCCn1ccnc1)c1ccc(-c2cccc(C(F)(F)F)c2)o1	4.9%	0.3	/	?	/	0.8%	-15.8%	14.7%	-31.8%
CCOC(=O)C1CCCN(S(=O)(=O)c2cc(-c3cc(C)no3)ccc2C)C1 (configuration not stated)	-0.3%	-0.7	10.6%[59 µM]	-24.6%	13.8%	4.2%	-1.6%	40.8%[activator]	0.3%
COc1cc(C2NC(=O)NC(C)=C2C(=O)OCc2ccc(C)cc2)cc(OC)c1O (configuration not stated)	-21.4%	0.3	-33.4%	-0.9%	-5.8%	/	-9.2%	15.8%	-22.1%
O=C(c1ccncc1)N1CCN(c2cccc(C(F)(F)F)c2)CC1	3.9%	3.2	2.0%	3.1%	0.9%	-0.3%	30.6%	8.2%	-3.8%
CCC1S/C(=N/N=C/c2ccco2)NC1=O (configuration not stated)	9.4%	-2.4	9.9%	-9.7%	-23.2%	/	30.9%	8.6%	-11.0%
